GPR151 activ: activators of human GPR151, primary screen, cell-based, PathHunter beta-arrestin, luminescence; G-protein coupled receptor 151 (Homo sapiens), Q8TDV0; PathHunter beta-arrestin GPR151 cells; activation, % at 11.2 µM; hit rate 1% among 650,000; in the data active = activation above about 4.9%;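 also: 0% = median of compound wells and 100% = cells with positive control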
Target sequence (Q8TDV0 whole entry, looked up): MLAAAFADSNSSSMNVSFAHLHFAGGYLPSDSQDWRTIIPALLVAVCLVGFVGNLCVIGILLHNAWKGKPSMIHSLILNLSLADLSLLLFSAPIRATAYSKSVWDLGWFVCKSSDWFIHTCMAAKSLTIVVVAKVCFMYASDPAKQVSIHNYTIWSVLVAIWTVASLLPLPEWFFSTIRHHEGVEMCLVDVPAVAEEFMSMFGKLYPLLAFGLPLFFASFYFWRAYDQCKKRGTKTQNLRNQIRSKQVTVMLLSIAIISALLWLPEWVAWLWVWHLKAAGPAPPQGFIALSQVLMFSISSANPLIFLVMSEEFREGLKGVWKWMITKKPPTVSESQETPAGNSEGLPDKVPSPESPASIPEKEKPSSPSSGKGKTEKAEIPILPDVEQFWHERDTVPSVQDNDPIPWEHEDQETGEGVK
TEAD-YAP inh: TEAD-YAP interaction inhibition, primary screen, TEAD-YAP interaction inhibitor project, luminescence, HEK-TIYL cells; TEAD-Gal4/YAP UAS-luciferase luminescence; inhibition, % at 9.12 µM; hit rate 1.4% among 640,000; AID 1259422, 2018; in the data active = inhibition above about 32%;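 also: 0% = median of test compound wells and 100% = reference inhibitor wells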
FBW7 act: FBW7 E3 ligase activators, primary screen, biochemical, AlphaScreen, human | F-box/WD repeat-containing protein 7 (Homo sapiens), Q969H0 | AlphaScreen FBW7–phospho-cyclin E peptide binding, activator screen | normalized activity (activation), % at 26.1 µM | hit rate 0.13% among 650,000 | AID 1259310, 2017; in the data active = normalized activity above about 1.9%;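 also: purified mutant Fbw7 with reduced substrate affinity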
MITF inh: MITF inhibitors, primary screen, biochemical, AlphaScreen, human | Microphthalmia-associated transcription factor (Homo sapiens), O75030 | inhibition, % at 2.6 µM | AlphaScreen MITF homodimerization, bead proximity signal | hit rate 0.91% among 650,000; in the data active = inhibition above about 50%;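 also: 0% = vehicle wells with protein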
Target sequence (O75030 whole entry, looked up): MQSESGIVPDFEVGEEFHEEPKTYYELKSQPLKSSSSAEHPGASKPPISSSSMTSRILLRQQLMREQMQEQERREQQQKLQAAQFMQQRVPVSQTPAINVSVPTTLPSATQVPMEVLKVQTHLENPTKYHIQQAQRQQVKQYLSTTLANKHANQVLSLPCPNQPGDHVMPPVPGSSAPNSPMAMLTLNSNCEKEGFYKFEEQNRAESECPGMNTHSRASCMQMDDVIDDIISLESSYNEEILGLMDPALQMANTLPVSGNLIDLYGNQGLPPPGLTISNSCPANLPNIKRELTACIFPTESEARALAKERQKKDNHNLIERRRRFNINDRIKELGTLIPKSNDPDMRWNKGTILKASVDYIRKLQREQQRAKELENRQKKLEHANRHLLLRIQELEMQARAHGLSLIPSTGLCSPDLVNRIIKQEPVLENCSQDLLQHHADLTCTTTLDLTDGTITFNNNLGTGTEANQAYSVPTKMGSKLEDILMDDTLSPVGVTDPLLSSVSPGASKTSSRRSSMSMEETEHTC
Numbers without * were called inactive.

SMILES | GPR151 activ | TEAD-YAP inh | FBW7 act | MITF inh
CC1CCCN(S(=O)(=O)c2cc(Cl)ccc2Cl)C1 (stereo unspecified) | 0.3 | -1 | -0.1 | -6
O=C(CCS(=O)(=O)c1nc(-c2ccc3c(c2)OCO3)cc(C(F)(F)F)n1)Nc1cccnc1 | -1.4 | -11 | -0.2 | -4
CCn1ncc(CN2CCN(Cc3ccccc3)C(CCO)C2)c1C (stereo unspecified) | 2.2 | -11 | 0.2 | -5
COC(=O)C1=C(N)OC2=C(C(=O)CC(c3ccccc3)C2)C1c1ccccc1 (stereo unspecified) | -0.6 | 7 | -0.3 | 2
Cc1cc(NCc2ccccc2)nc(NC2CCC(O)CC2)n1 (stereo unspecified) | -0.5 | 1 | -0.1 | -4
O=C(CSc1nnc(Cc2cc(=O)[nH]c(=O)[nH]2)n1-c1ccc(F)cc1)N1CCOCC1 | 0.0 | 4 | 0.1 | 8
Cc1ccc(S(=O)(=O)N2CCN(C(=O)c3cccs3)CC2)cc1 | 1.3 | -10 | 0.0 | -11
COC(=O)CNC(=O)C1c2ccccc2Oc2ccccc21 | 1.5 | -5 | -0.1 | -7
O=C(NC(=O)c1ccc(Cl)cc1)NC1CCCC1 | -0.7 | -16 | 0.6 | 13
O=C(NCc1nc2ccccc2[nH]1)C1CCN(c2ccc(N3CCC(N4CCOCC4)CC3)nn2)CC1 | 1.3 | -7 | -0.2 | 2
CCOC(=O)c1ccc(-n2c(-c3ccccc3)cc(/C=C3\C(C)=C(C#N)c4nc(N)c(C#N)c(C)c43)c2-c2ccccc2)cc1 | 0.4 | 1 | -0.1 | -11
Cc1ccsc1CN(C(=O)c1cccs1)C1CCS(=O)(=O)C1 (stereo unspecified) | -1.1 | -7 | 0.1 | 13

Some of the entries above, set out differently:
CC1CCCN(S(=O)(=O)c2cc(Cl)ccc2Cl)C1 (stereo unspecified)
  GPR151 activ: 0.3
  TEAD-YAP inh: -1
  FBW7 act: -0.1
  MITF inh: -6

O=C(CCS(=O)(=O)c1nc(-c2ccc3c(c2)OCO3)cc(C(F)(F)F)n1)Nc1cccnc1
  GPR151 activ: -1.4
  TEAD-YAP inh: -11
  FBW7 act: -0.2
  MITF inh: -4

CCn1ncc(CN2CCN(Cc3ccccc3)C(CCO)C2)c1C (stereo unspecified)
  GPR151 activ: 2.2
  TEAD-YAP inh: -11
  FBW7 act: 0.2
  MITF inh: -5

COC(=O)C1=C(N)OC2=C(C(=O)CC(c3ccccc3)C2)C1c1ccccc1 (stereo unspecified)
  GPR151 activ: -0.6
  TEAD-YAP inh: 7
  FBW7 act: -0.3
  MITF inh: 2

An excerpt from above with just GPR151 activ.
molecule	GPR151 activ
CCOC(=O)c1ccc(-n2c(-c3ccccc3)cc(/C=C3\C(C)=C(C#N)c4nc(N)c(C#N)c(C)c43)c2-c2ccccc2)cc1	0.4
COC(=O)C1=C(N)OC2=C(C(=O)CC(c3ccccc3)C2)C1c1ccccc1 (stereo unspecified)	-0.6
Cc1cc(NCc2ccccc2)nc(NC2CCC(O)CC2)n1 (stereo unspecified)	-0.5
CCn1ncc(CN2CCN(Cc3ccccc3)C(CCO)C2)c1C (stereo unspecified)	2.2

(list continues)
SMILES | GPR151 activ | TEAD-YAP inh | FBW7 act | MITF inh
CCc1ccccc1NC(=O)c1cc(S(=O)(=O)N2CCN(c3ccccc3Cl)CC2)ccc1F | 0.0 | -4 | -0.1 | -14
COCCNC(=O)CN(C(=O)CCC(=O)Nc1ccccn1)c1ccc(C)c(C)c1 | -0.8 | 6 | 0.2 | 14
CC1=C(C(=O)NCCN2CCOCC2)C2(CCCCC2)OC1=O | 0.1 | 9 | -0.1 | 1
Cc1nnc(SCC(=O)c2ccc(F)cc2)n(N)c1=O | 1.8 | -13 | -0.3 | 14
Cc1cccc(CS(=O)(=O)c2ccc(C(=O)N3CCN(c4cc(C)ccc4C)CC3)cc2[N+](=O)[O-])c1 | 0.3 | 6 | -0.1 | 3
Cc1nn2c(N)c(-c3ccccc3)cnc2c1-c1ccc(Cl)cc1 | 0.7 | 33* | 0.1 | -4
c1ccc(Nc2nccc(Nc3ccc4c(c3)OCO4)n2)cc1 | -2.0 | -56 | 0.0 | 5
Cc1ccc(Cl)cc1NC(=O)N[C@H]1C[C@H]2C(=O)N[C@H](C)C(=O)N2C1 | 0.5 | -3 | -0.4 | 0
COc1ccc(OCCCN(C)Cc2ccccc2)cc1 | -0.5 | -7 | 0.0 | 42
C=CCn1c(SCC(N)=O)nc2scc(-c3ccc(C)o3)c2c1=O | 0.6 | 5 | 0.0 | -11
Cn1cc(C(=O)N2CCN(c3ccccn3)CC2)c2c3ccccc3n(C)c2c1=O | 0.6 | 11 | 0.0 | 2
CNC(=O)C(=O)NCC1OCCCN1S(=O)(=O)c1ccc(OC)c(C)c1 (stereo unspecified) | 0.9 | 3 | -0.1 | -1
O=C(c1cccc(S(=O)(=O)N2CCCCC2)c1)N1CCCc2ccccc21 | 0.0 | -7 | 0.3 | 22
CN(CCN1CCc2ccccc2C1)C(=O)CCc1nnc(Cc2ccc3c(c2)OCO3)o1 | 0.0 | -8 | -0.1 | -9
COCCNC(=O)CN(Cc1ccccc1)S(=O)(=O)c1ccc(Br)cc1 | 0.3 | -26 | -0.1 | -7
O=C(Cc1ccc2c(c1)OCCO2)Nc1ccc2c(c1)CCC2 | -0.9 | -19 | -0.2 | -7
COCCNC(=O)[C@@H]1C[C@@H](NCc2ccccc2F)CN1C(C)C | -0.3 | 2 | 0.2 | 3
CCCCOc1ccccc1NC(=O)CCCCCN1C(=O)c2ccccc2C1=O | -1.0 | -11 | 0.1 | -3
CCOCCCNC(=O)C1=C(C)C(=O)OC12CCCCC2 | -0.5 | 9 | -0.1 | 2
Cc1ccc(/C(N)=N/OC(=O)c2ccccc2Cl)cc1 | -0.8 | -64 | -0.1 | -8
CCCCn1c(CNC(=O)c2ccc([N+](=O)[O-])cc2)nnc1SC(C)C(=O)Nc1sc2c(c1C(=O)OCC)CCCC2 (stereo unspecified) | -0.1 | -4 | 0.0 | -6
O=C(O)c1nn(-c2ccccc2C(F)(F)F)cc1O | -0.9 | 6 | -0.2 | -5
Cc1occc1C(=O)N/N=C/C1CCCCC1 | -5.5 | -46 | -0.1 | -10
O=C(Nc1ccccc1)N(Cc1ccccc1)Cc1ccco1 | 0.6 | 2 | -0.2 | 2
COCCNC(=O)[C@@H]1C[C@H](NCc2ccccc2Cl)CN1Cc1ccccc1 | -1.8 | -14 | 0.0 | -20
CSc1ccc(S(=O)(=O)NCc2ccc(C)cc2)cc1 | 0.5 | 4 | 0.2 | 8
CSc1nc2c(c(=O)n1-c1ccccc1)SC(C)C2 (stereo unspecified) | -0.6 | 3 | 0.0 | 2
COCCNC(=O)/C(=C\C=C/c1ccccc1)NC(=O)c1ccccc1 | 1.1 | 8 | -0.1 | 9
CC(C)c1ccc(NC(=O)c2cc(S(=O)(=O)NCCc3ccc(Cl)cc3)ccc2F)cc1 | -1.0 | 9 | 0.0 | 0
COc1ccc(-c2ncc(C(N)=O)s2)cc1 | -7.1 | 49* | 0.0 | -6
COC(=O)C1=C(C)N(C)C(=O)/C1=C\c1ccc(Cl)c(Cl)c1 | -0.6 | -9 | 0.1 | -10
COC(=O)c1c(-c2ccccc2)csc1NC(=O)Cn1cnc2sc3c(c2c1=O)CCCC3 | -0.2 | 8 | -0.1 | 1
Cc1sc2ncn(CC(=O)NCC(=O)NCc3ccc(F)cc3)c(=O)c2c1C | -0.6 | 1 | 0.0 | -10
COC(=O)CCNC1CCN(c2ccc(NC(=O)CCCCc3ccccc3)cc2)CC1 | 1.5 | 2 | 0.2 | -3
CCCn1cc(SCC(=O)Nc2sc3c(c2C(=O)OCC)CCCC3)c2ccccc21 | 0.8 | 17 | 0.4 | -5
COc1ccc([C@@H](O)[C@H]2CCCNC2)cc1 | -0.1 | -8 | 0.0 | 2
COC(=O)c1nnn(CC(=O)Nc2ccc(Oc3ccccc3)cc2)c1C(=O)OC | 1.0 | 12 | -0.1 | 9
CC(C)OC(=O)c1ccc(COC(=O)c2cc3ccccc3oc2=O)cc1 | -0.1 | -5 | 0.8 | -6
COc1ccc(S(=O)(=O)N2CCC(n3c(=O)[nH]c4ccccc43)CC2)cc1 | -0.5 | -10 | -0.2 | -6
Cc1c2c(=O)oc(CN3CCOCC3)cc2nn1C | -1.0 | 6 | 0.1 | 11
COc1cc(C(=O)OCc2nc3ccccc3s2)cc(OC)c1OC | 1.1 | 1 | 0.0 | -5
CC(=O)Nc1nnc(S(=O)(=O)N2CCc3ccccc32)s1 | 1.2 | -2 | -0.1 | -5
Cc1cc2c(c(=O)o1)C(CC(C)C)c1c(N)noc1-2 (stereo unspecified) | -1.1 | 6 | 0.3 | 13
O=C(Nc1ccc2oc(-c3ccccc3F)nc2c1)c1cccc(F)c1 | -0.1 | -42 | 0.0 | 4
COC(=O)c1cc(NC(=O)/C=C/c2ccc3c(c2)OCO3)cc(C(=O)OC)c1 | 0.3 | 15 | 0.1 | 3
Cc1sc2ncn(CC(=O)NCCCC(=O)N3CCCC(C)C3)c(=O)c2c1C (stereo unspecified) | -0.2 | 1 | 0.0 | 15
O=[N+]([O-])c1ccc(-c2nc(N3CCOCC3)c3ccccc3n2)cc1 | 0.1 | 8 | 0.6 | 11
O=C1c2cccc3cccc(c23)C(=O)N1OS(=O)(=O)c1ccccc1 | 0.3 | -7 | 0.0 | 9
CCc1ccccc1N(CC(=O)NCC1CCCO1)C(=O)CCC(=O)Nc1nccs1 (stereo unspecified) | 2.8 | 10 | 0.0 | -4
CC1CN(c2c3c(c(C#N)c4nc5ccccc5n24)CCC3)CC(C)O1 (stereo unspecified) | 0.0 | 1 | -0.4 | -3
O=C(CO)Nc1c(-c2ccccc2)c2cc(Br)ccc2[nH]c1=O | -1.4 | 9 | 0.0 | 11
O=C(CCC(=O)Nc1ccc(Br)cc1)N/N=C/c1ccco1 | 0.9 | -5 | -0.1 | -6
O=C1c2ccccc2C(=O)c2c1ccc(O)c2O | -1.7 | 3 | -0.5 | 8
CCOC(=O)C1(CC2CC2)CCN(C(=O)c2ccc(-n3nc(C)cc3C)cc2)CC1 | 3.5 | 7 | 0.2 | 10
CCOC(=O)CSc1nc2c(c(=O)[nH]c(=O)n2C)n1CC | -0.3 | 15 | 0.8 | 12
O=C1N[C@H](CO)C(=O)N2C[C@@H](NCc3cnn(-c4ccccc4F)c3)C[C@@H]12 | -1.0 | 12 | -0.1 | -3
COc1cccc(NC(=O)Cn2c(=O)oc3cc(S(=O)(=O)N4CCCCC4)ccc32)c1 | -0.2 | 28 | -0.1 | 3
Cc1ccc2nc(/C(C#N)=C\c3ccc(N4CCOCC4)c([N+](=O)[O-])c3)[nH]c2c1 | -0.6 | -10 | 0.2 | -8
Cn1cccc1CC(=O)N/N=C/c1ccccn1 | -0.3 | 1 | -0.3 | 10
CC(=O)Nc1ccc(NC(=O)COc2ccccc2)cc1 | -0.9 | -25 | 0.3 | 11

2 compounds picked at random from the list so far:
SMILES | GPR151 activ | TEAD-YAP inh | FBW7 act | MITF inh
CC(=O)Nc1ccc(NC(=O)COc2ccccc2)cc1 | -0.9 | -25 | 0.3 | 11
CCOC(=O)C1(CC2CC2)CCN(C(=O)c2ccc(-n3nc(C)cc3C)cc2)CC1 | 3.5 | 7 | 0.2 | 10

Next results
SMILES | GPR151 activ | TEAD-YAP inh | FBW7 act | MITF inh
CCCCOc1ccc(C2=N/C(=C/c3cccc(Br)c3)C(=O)O2)cc1 | 0.7 | 9 | 0.0 | 2
CCOC(=O)c1sc(=NC(=O)c2ccc(S(=O)(=O)N3CCCc4ccccc43)cc2)n(C)c1C | -1.6 | -3 | -0.1 | 0
COc1ccc(N2CCC(CNC(=O)Nc3ccccc3)C2)cc1 (stereo unspecified) | -0.1 | -9 | -0.2 | 8
CCOc1cc2c(cc1OCC)C(c1ccc(O)c(OC)c1)NCC2 (stereo unspecified) | -0.9 | 6 | 0.0 | 8
Cc1cccc(NC(=O)CCc2c(C)n[nH]c2C)n1 | 1.0 | 11 | 0.1 | 1
CC(C)C(NC(=O)/C(=C\c1ccco1)NC(=O)c1ccc(Br)cc1)C(=O)O (stereo unspecified) | -0.6 | -5 | 0.4 | -5
C=CCn1c(=O)c2c(nc3n(CC)c(C)cn23)n(C)c1=O | 1.4 | 7 | -0.2 | 10
COc1ccc(/C=C2/N=C(c3cccc(Cl)c3Cl)OC2=O)cc1 | 1.9 | -6 | 0.1 | 10
Cc1ccc(C(=O)O/N=C(\N)c2ccc([N+](=O)[O-])cc2)c(C)c1 | -0.6 | -9 | -0.2 | -8

An excerpt of these results, with two lines to a compound:
Each structure is followed by: GPR151 activ | TEAD-YAP inh | FBW7 act | MITF inh
CCOC(=O)c1sc(=NC(=O)c2ccc(S(=O)(=O)N3CCCc4ccccc43)cc2)n(C)c1C
  -1.6 | -3 | -0.1 | 0
COc1ccc(N2CCC(CNC(=O)Nc3ccccc3)C2)cc1 (stereo unspecified)
  -0.1 | -9 | -0.2 | 8
CCOc1cc2c(cc1OCC)C(c1ccc(O)c(OC)c1)NCC2 (stereo unspecified)
  -0.9 | 6 | 0.0 | 8
Cc1cccc(NC(=O)CCc2c(C)n[nH]c2C)n1
  1.0 | 11 | 0.1 | 1

Assay outcomes (PubChem BioAssay)
